# Screening data as filed in PubChem.
# PfHsp90 yeast 2 = inhibits growth of yeast expressing Plasmodium falciparum Hsp90 | S. cerevisiae expressing PfHsp90, BacTiter-Glo ATP, 48 h; yeast lacking PDR1 and PDR3 efflux regulators | inhibition, % at 9.4 µM | 310,000 compounds, 0.32% hits;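 active = every replicate shows inhibition above about 80%, whatever the replicate mean, limit read from the data; inconclusive = mean inhibition reaches the set limit but some replicate falls short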;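 note: 0% = DMSO neutral controls and 100% = 20 µM radicicol positive controls; yeast relying on Plasmodium falciparum Hsp90 in place of its own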
# PKA-R1A activ = activates the PKA-R1A holoenzyme complex | 340,000 compounds, 0.083% hits | P00514+P68181 | PKA-R1A dissociation, Cy5-IP20 fluorescence polarization; scaled: DMSO 0%, 113 µM cGMP 100% | activation, % at 11.4 µM;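 active = percent activation above the mean of all tested compounds plus 3 SD, cut at about 19% in these data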;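 note: higher means more PKAc released from R1A so a rise in polarization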
# MOR-DOR inv ag = inverse agonist of human OPRM1-OPRD1 heterodimerization | P35372+P41143 | cell-based MOR-DOR heterodimer luminescence, inverse agonism | inhibition, % at 9.3 µM | 340,000 compounds, 0.21% hits | AID 504357; in the data active = inhibition above about 22%, passing the limit was not always enough;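 note: 0% = cells with DMSO and 100% = wells without cells with DMSO; values of inactives mirror those of a sister screen read the other way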
# Target sequence (P35372 whole entry, looked up): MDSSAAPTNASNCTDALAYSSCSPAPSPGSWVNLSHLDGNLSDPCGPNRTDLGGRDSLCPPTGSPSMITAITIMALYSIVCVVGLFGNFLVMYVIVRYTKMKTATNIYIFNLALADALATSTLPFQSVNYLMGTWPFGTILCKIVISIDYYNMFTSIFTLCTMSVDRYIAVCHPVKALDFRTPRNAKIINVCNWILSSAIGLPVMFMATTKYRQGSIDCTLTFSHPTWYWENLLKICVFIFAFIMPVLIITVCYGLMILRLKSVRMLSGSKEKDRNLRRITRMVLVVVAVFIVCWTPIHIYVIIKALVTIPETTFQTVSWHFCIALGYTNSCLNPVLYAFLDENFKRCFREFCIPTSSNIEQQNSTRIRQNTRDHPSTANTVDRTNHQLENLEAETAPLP
# Target sequence (P41143 whole entry, looked up): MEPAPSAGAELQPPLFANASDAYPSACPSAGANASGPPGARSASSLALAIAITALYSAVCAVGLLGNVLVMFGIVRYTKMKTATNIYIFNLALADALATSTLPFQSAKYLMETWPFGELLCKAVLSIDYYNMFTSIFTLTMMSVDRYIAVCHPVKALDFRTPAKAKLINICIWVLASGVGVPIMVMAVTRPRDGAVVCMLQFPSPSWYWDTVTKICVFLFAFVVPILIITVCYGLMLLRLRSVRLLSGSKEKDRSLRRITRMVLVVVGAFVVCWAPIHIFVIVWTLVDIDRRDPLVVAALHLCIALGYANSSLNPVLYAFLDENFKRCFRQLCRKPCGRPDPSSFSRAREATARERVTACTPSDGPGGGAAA
# SUMO Mot1 rescue = blocks SUMOylation pathway, rescuing yeast Mot1-301 growth | S. cerevisiae Mot1-301 growth rescue, ATP luminescence, 38.5C; percent above DMSO median, 100 means doubled | growth rescue, % at 18.8 µM | 320,000 compounds, 1% hits | AID 2716;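 active = every valid replicate shows activation above 250% relative to neutral control wells; inactive = the rest, any valid replicate at or below 250%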;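 note: OY570 slx delta 5 strain wells were the positive control but not used for scaling; some compounds called inactive have numbers as strong as hits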
# OPRM1-OPRD1 ag = agonists of human mu-delta opioid receptor heterodimerization | cells, OPRM1-OPRD1 heterodimerization, luminescence | activation, % at 9.3 µM | 340,000 compounds, 0.3% hits; in the data active = activation above about 18%;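 note: 0% = vehicle-treated cells and 100% = reference agonist; values of inactives mirror those of a sister screen read the other way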
# Pemphigus Ab inh = human desmoglein-3 autoantibody binding inhibition. DSG3-coupled beads, scFv-anti-DSG3-GFP binding, flow cytometry; active compounds read low. 310,000 compounds, 0.48% hits. binding (percent of control), % at 10 µM. AID 588358;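 active = binding more than 3 SD below its plate's average and above zero; inconclusive = below that plate limit but binding exactly zero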;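 note: hits lower antibody fragment binding to DSG3; some compounds called inactive have numbers as strong as hits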
# Ecoli viability = counter-screen for AddAB inhibitors: E. coli growth inhibition. AID 449728. E. coli V3065 growth, OD600 absorbance, 18 h. 330,000 compounds, 0.27% hits. inhibition, % at 11.9 µM;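 active = inhibition above the campaign's mean inhibition across all tested compounds plus 3 SD, cut at about 9.9% in these data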;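 note: uninfected addAB+ strain grown without phage in ampicillin broth; 0% = DMSO wells and 100% = ciprofloxacin 0.95 µg/ml wells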
# phage Ecoli inh = E. coli growth loss with phage present; growth absorbance; inhibition, % at 11.9 µM; 360,000 compounds, 0.26% hits; AID 651602; in the data active = inhibition above about 11%
# Arrestin-AP2 inh = inhibitors of human beta-arrestin and AP2 interaction. FITC-arrestin peptide / GST-AP2 beads, flow cytometry; AP2 beta2 appendage carries R879A mutation. inhibition, % at 10 µM. 340,000 compounds, 0.31% hits;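 active = inhibition above a set limit, near 3 SD of compounds lacking own fluorescence, cut at about 54% in these data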;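 note: plate controls were DMSO wells for no effect and 5 µM unlabelled arrestin peptide for full effect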
#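 Test system: GST-tagged AP2 beta2-adaptin appendage (R879A) on 4 µm glutathione beads; also added: fluorescein-tagged arrestin peptide at 50 nM final; timing: 12 min plus 1 h, RT; signal: flow cytometry, FL1 (488/535 nm); read-out: percent drop in bead-associated FITC signal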
# AddAB inh = less growth of phage-infected E. coli with AddAB | E. coli expressing H. pylori AddAB, absorbance growth | inhibition, % at 11.9 µM | 330,000 compounds, 0.29% hits | AID 435030; in the data active = inhibition above about 12%;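 note: 0% = vehicle wells of infected cells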
# Tat transport = E. coli Tat transport inhibition; E. coli MC4100 TorA-mCherry Tat export, fluorescence; inhibition, % at 10 µM; 340,000 compounds, 0.036% hits;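 active = mean replicate inhibition at least 50% and at least half of replicates individually reaching 50%; inconclusive = only one of the two criteria met; inactive = neither criterion met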;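 note: exported cargo escapes ClpAP degradation while cytoplasmic cargo is degraded and loses fluorescence; 0% = median of neutral control wells and 100% = median of NaSCN control wells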
# Numbers without * were called inactive; ? = inconclusive; . = no result given; & = joins results of further samples.
SMILES,PfHsp90 yeast 2,PKA-R1A activ,MOR-DOR inv ag,SUMO Mot1 rescue,OPRM1-OPRD1 ag,Pemphigus Ab inh,Ecoli viability,phage Ecoli inh,Arrestin-AP2 inh,AddAB inh,Tat transport
CCCCN(C)CCNC(=O)CCNC(=O)Cn1ccc2ccccc2c1=O,-19,-4,8,-1,-1.8,106,2.5,1.9,41,3.8,15
CCNC(=S)NS(=O)(=O)c1ccc(Cl)cc1,3,-6,28,-24,-4.9,108,0.8,-3.3,9,0.8,-2
COc1ccc(NC(=S)NCCc2ccc(Cl)cc2)c(OC)c1,2,-9,20,24,-3.5,106,0.9,0.9,2,1.7,5
COCCCNC(=O)c1ccc(Cn2c(=O)c3ccccc3n(Cc3cc(C)ccc3C)c2=O)cc1,.,-6,11,-4,-1.9,99,0.6,3.7,8,1.0,-2
O=C(COC(=O)c1ccco1)c1ccc(S(=O)(=O)N2CCCCC2)cc1,3,-9,53*,-5,-9.7,117,0.3,0.6,-9,-1.9,0
O=C1NC2(CCCCCC2)Oc2ccccc21,11,-4,15,-15,-3.0,97,-0.7,5.1,6,-0.9,1
CCN(CC)C(=O)CSc1nnc(-c2ccccn2)n1-c1ccccc1OC,-25,-7,9,-4,-1.7,89,-1.7,2.3,10,0.8,-7
COC(=O)CCC(=O)N1CCCC(N2CCN(c3cccc(C(F)(F)F)c3)CC2)C1 (centres undefined),-11,9,9,5,-1.9,101,-1.4,-1.0,-7,2.0,-16
O=C(Nc1ccnn1C1CCN(C2CCC2)CC1)c1ccccc1,-4,-1,20,4,-3.9,110,1.8,2.3,-3,2.6,6
C=CCNc1nc(Cl)nc(Nc2ccc(OCC)cc2)n1,8,-2,8,-8,-1.2,85,-0.9,4.8,4,-1.1,2

# The last 4 entries of the section above are carried over, then new ones follow:
SMILES,PfHsp90 yeast 2,PKA-R1A activ,MOR-DOR inv ag,SUMO Mot1 rescue,OPRM1-OPRD1 ag,Pemphigus Ab inh,Ecoli viability,phage Ecoli inh,Arrestin-AP2 inh,AddAB inh,Tat transport
CCN(CC)C(=O)CSc1nnc(-c2ccccn2)n1-c1ccccc1OC,-25,-7,9,-4,-1.7,89,-1.7,2.3,10,0.8,-7
COC(=O)CCC(=O)N1CCCC(N2CCN(c3cccc(C(F)(F)F)c3)CC2)C1 (centres undefined),-11,9,9,5,-1.9,101,-1.4,-1.0,-7,2.0,-16
O=C(Nc1ccnn1C1CCN(C2CCC2)CC1)c1ccccc1,-4,-1,20,4,-3.9,110,1.8,2.3,-3,2.6,6
C=CCNc1nc(Cl)nc(Nc2ccc(OCC)cc2)n1,8,-2,8,-8,-1.2,85,-0.9,4.8,4,-1.1,2
C#CCOc1ccc(C2C3=C(CC(C)(C)CC3=O)N(CC(=O)O)C3=C2C(=O)CC(C)(C)C3)cc1,22,-5,10,17,-2.1,108,0.9,3.2,4,0.3,-1
CSCc1c(C(=O)Nc2ccc(N3CCOCC3)cc2)oc2ccccc12,.,-1,-18,15,3.5,83,0.0,6.8,1,3.0,-2
Cc1nn(Cc2ccccc2)c(C)c1NC(=O)CSc1nc2c(c(C(F)(F)F)n1)CCc1ccccc1-2,-12,2,-6,-10,1.2,99,-2.4,2.4,.,3.4,6
CCOC(=O)CSc1nc(-c2ccccc2)nc2ccc(C)cc12,21,-1,-5,3,1.0,76*,2.0,4.4,15,0.0,1
COC(=O)N1CCN(CCc2ccccc2)CC1,.,2,11,7,-2.2,123,-0.3,2.2,4,1.1,-7
Cc1cccc(C(=O)Nc2ccnc(-c3ccncc3)n2)c1,12,2,4,-4,-0.9,95,2.1,3.1,29,2.5,-3
COc1ccc(NC(=O)Nc2ccc3c(c2)CC(=O)N([C@H](C)CO)C[C@@H](C)[C@H](CN(C)C(=O)Nc2ccccc2)O3)cc1,10,-8,14,1,-2.5,101,0.3,-0.3,11,2.1,-6
Cc1ccc(CCNC(=O)C2CCN(S(=O)(=O)N3CCCCC3)CC2)cc1,3,-4,7,-6,-1.3,96,-2.1,1.2,9,2.5,-4
COc1ccc([C@@H]2[C@@H]3C(=O)N(C(C)(C)C)C(=O)[C@@H]3[C@]3(Cc4ccccc4)C(=O)N(c4cccc(F)c4)C(=O)N23)cc1,19,-1,-1,-4,0.2,104,1.1,1.8,8,5.0,5
Cc1coc2cc3oc(=O)c(CCC(=O)NCCN4CCOCC4)c(C)c3cc12,17,5,16,1,-3.1,.,-1.0,0.5,1,1.5,0
O=C(COc1ccc(Cl)cc1)N1CCN(Cc2ccc3c(c2)OCO3)CC1,13&-5,-9&-6,7&0,4&96,-1.3&-0.1,121,-0.9&1.7,0.2&2.0,5&8,-1.8&3.0,5&2
C/C(=N/NC(=O)c1ccc(Cl)s1)c1cccnc1,-7,-11,2,5,-0.4,97,-2.0,0.3,-2,1.0,-4
CCc1ccc(OCC(=O)N/N=C(\C)c2ccc(-n3ccnc3)cc2)cc1,18,9,5,-17,-1.0,101,-1.1,1.3,4,0.2,-7
Cc1ccc(NC(=O)COC(=O)CCc2c[nH]c3ccccc23)cc1[N+](=O)[O-],2,1,-23,16,3.6,84,-1.6,3.3,-5,-0.8,1
CCOc1ncccc1C(=O)NCc1ccccc1F,8,-2,19,-2,-4.1,103,-0.9,1.4,-3,-1.4,-1
O=C(NCCCN1CCOCC1)c1ccc(S(=O)(=O)N2CCOCC2)cc1,-7,-4,-1,-7,0.2,100,-0.9,1.2,9,3.2,5
CCN1CCN(c2ccc(S(=O)(=O)N3CCCCC3)cc2NC(=O)CC(NC(C)=O)c2ccccc2)CC1 (centres undefined),5,-3,15,22,-2.9,102,1.9,4.5,0,0.3,-8
CCC(=O)Nc1ccc(C(=O)CSc2nnc(CNc3ccc(Cl)cc3)o2)cc1OC,10,1,-10,-12,1.6,101,1.3,1.1,9,4.9,7
COc1ccc(CNC(=O)c2ccc(Cn3cc(Cl)cn3)o2)cc1,7,-8,6,-9,-0.8,.,0.6,0.0,-18,4.2,-3
C=CC(=O)NC(C)(C)Cc1ccccc1,?,17,8,-7,-1.6,101,0.7,1.5,-14,2.6,4
CC1CCCN(c2nc3c(c(=O)n(C)c(=O)n3C)n2Cc2ccccc2)C1 (centres undefined),.,-14,1,-7,-0.2,76,-1.8,-0.1,0,2.1,7
CCCn1c(C(C)NC(=O)c2ccccc2)n[nH]c1=S (centres undefined),3,-4,10,-4,-1.8,114,1.5,2.9,-16,-0.2,3
CCCCn1c(NC(=O)c2ccco2)c(S(=O)(=O)c2ccc(C)cc2)c2nc3ccccc3nc21,-17,2,27,.,-5.8,96,.,0.3,21,.,-5
O=C1NN=C(c2ccc(Cl)cc2)CC1c1c[nH]c2ccccc12 (centres undefined),-89,-12,-5,4,1.0,100,3.4,5.9,10,0.4,12
O=C(CCN1C(=O)/C(=C/c2ccc3c(c2)OCO3)SC1=S)Nc1ccc(C(=O)O)cc1,-13,8,10,-16,-2.1,97,0.4,-0.2,33,-0.2,-7
Cc1ccc(CNS(=O)(=O)c2c(C(=O)N3CCCCCC3)c(C)n(C)c2C)cc1,11,14,14,-2,-2.6,.,-0.2,2.9,-6,3.0,2
COc1ccc(N(Cc2nnc3n2CCCCC3)C(=O)Nc2ccccc2)cc1,10,-10,16,0,-3.4,.,-1.2,-1.9,1,-0.1,-8
COc1ccc(NC(=O)CCC(=O)N(Cc2ccc(OC)c(OC)c2)c2nccs2)cc1,3,-10,9,0,-1.6,100,-1.2,3.7,14,1.6,1
Cn1c(=O)[nH]c(=O)c2c1nc(N1CCCCC1)n2CC(O)COc1ccccc1 (centres undefined),32,-2,10,-12,-2.1,103,-0.8,3.0,24,1.7,4
COc1cccc(NC(=O)c2ccccc2N2C(=O)C3C4C=CC(C4)C3C2=O)c1 (centres undefined),-10,-2,6,-16,-1.1,101,-3.9,4.4,-6,-1.3,-19

# Pemphigus Ab inh: what is marked active above
Compound	PfHsp90 yeast 2	PKA-R1A activ	MOR-DOR inv ag	SUMO Mot1 rescue	OPRM1-OPRD1 ag	Pemphigus Ab inh	phage Ecoli inh	Arrestin-AP2 inh	AddAB inh	Tat transport
CCOC(=O)CSc1nc(-c2ccccc2)nc2ccc(C)cc12	21	-1	-5	3	1.0	76*	4.4	15	0.0	1

# (further entries)
SMILES,PfHsp90 yeast 2,PKA-R1A activ,MOR-DOR inv ag,SUMO Mot1 rescue,OPRM1-OPRD1 ag,Pemphigus Ab inh,Ecoli viability,phage Ecoli inh,Arrestin-AP2 inh,AddAB inh,Tat transport
CS(=O)(=O)N1CCN(C(=O)c2cc(-c3ccccc3)nc3ccccc23)CC1,-20,10,-5,36,1.0,103,-0.5,1.7,-1,2.1,-5
O=C(OCCCN1CCCCC1)c1ccc(O)cc1,0,-1,14,-8,-3.1,.,3.4,0.9,-6,4.0,8
COc1ccc(CC(=O)Nc2c(C(=O)N3CCN(c4ncccn4)CC3)oc3ccccc23)cc1,-9,1,14,-1,-2.7,.,-0.1,1.7,7,1.5,2
CCOC(=O)C1CCCN(c2c(NCCCN(C)Cc3ccccc3)c(=O)c2=O)C1 (centres undefined),.,-3,5,-2,-0.8,95,0.2,5.6,-2,1.4,0
CCCn1c(N)c(N(CCOC)C(=O)COC(=O)c2ccccc2NCCO)c(=O)[nH]c1=O,.,3,11,131,-2.0,101,2.3,2.1,20,1.3,-6
CC(NC(=O)c1ccco1)C(=O)OCC(=O)N1CCCCCC1 (centres undefined),.,2,8,-14,-2.0,100,1.1,2.2,0,2.4,-8
CCOC(=O)C1CCCN(c2c(NCCCN(CC)c3ccccc3)c(=O)c2=O)C1 (centres undefined),-3,0,3,-4,-0.6,100,-1.6,2.0,13,-0.1,-2
Cn1cc(S(=O)(=O)N2CCc3ccccc32)cc1C(=O)NC(C)(C)C,21,-2,-17,3,2.9,101,0.1,2.8,8,0.0,-13
O=c1[nH]c2nc(Cl)nc(Cl)c2[nH]1,-25,3,7,.,-1.4,92,.,3.2,-2,.,0
C[C@H](NC(=O)c1nc[nH]c1C(=O)N[C@@H](C)c1ccccc1)c1ccccc1,.,9,-20,1,3.6,110,-3.6,0.9,-1,-2.6,4
O=C(COc1ncnc2c(Cl)cc(Cl)cc12)N1CCCCC1,16,-10,19,-4,-3.8,93,2.0,1.0,21,3.4,-3
Cc1cc(S(=O)(=O)N2CCOCC2)ccc1OCC(=O)Nc1ccc(F)cc1F,-9,-11,-9,155,1.2,121,-0.6,-3.4,-11,1.1,13
CCCCC(NC(=O)Cc1c(C)c2cc3c4c(oc3c(C)c2oc1=O)CCCC4)C(=O)O (centres undefined),-9,0,8,-7,-1.7,100,-0.6,1.2,-1,1.3,-1
CCCOc1ccc(Cl)cc1Nc1nc(NCCO)nc(N2CCCC2)n1,1,2,2,20,-0.3,98,-2.8,0.6,27,2.7,4
